All columns: NCI-60 one-dose screen, growth in % after 48 h at 10 µM unless noted; 100 = growth as untreated, 0 = no growth, -100 = all killed.
RXF 393: RXF 393 renal cancer cells | hit rate 6.9% among 77,000 | AID 1794773
SN12C: SN12C renal cancer cells | hit rate 3.8% among 81,000 | AID 1794767
ACHN: ACHN renal cancer; AID 1794771; hit rate 4.9% among 81,000
DU-145: DU-145 prostate cancer | hit rate 4.2% among 81,000 | AID 1794760
786-0: 786-0 renal cancer cells; hit rate 5.1% among 81,000
CAKI-1: CAKI-1 renal cancer. hit rate 4.7% among 75,000. AID 1794772
TK-10: TK-10 renal cancer cells; hit rate 3.9% among 81,000
UO-31: UO-31 renal cancer; hit rate 5.2% among 81,000; AID 1794768
A498: A498 renal cancer cells; hit rate 5.4% among 76,000; AID 1794774
Active calls of the source: *; x = not tested or not shown; & = joins results of further samples; [ ] = remark or other dose. Rule for the calls: active = growth percent below 10; inactive = the rest.

SMILES	RXF 393	SN12C	ACHN	DU-145	786-0	CAKI-1	TK-10	UO-31	A498
CCCCn1c(=O)c(/C=C/C(=O)/C=C/c2ccc(O)c(OC)c2)cc2ccc(Cl)cc21	-15*	12	20	19	-0.4*	x	54	6.0*	78
O=C(/C=C/c1ccccc1)C1CC1	118	100	110	104	100	94	110	80	85
CC1(C)CC[C@]23CC[C@]4(C)[C@H](CC[C@@H]5[C@@]6(C)C/C(=C\O)C(=O)C(C)(C)[C@@H]6CC[C@]54C)[C@H]2[C@H]1OC3=O	115	102	102	114	107	87	106	88	87
C=COCCCOc1ccccc1	102	99	104	x	101	98	99	99	78
Oc1ccc(C(Cc2ccccc2)NCc2ccccc2)c(O)c1 (stereo not given)	114	x	95	102	89	97	94	82	106
N#Cc1c(-c2ccccc2)nc(SCCC(=O)N2CCN(c3ccccc3)CC2)[nH]c1=O	109	100	101	115	101	99	117	89	94
CN1C/C=C\CCOc2cccc(c2)-c2ccnc(n2)Nc2cccc(c2)C1	-86*	-42*	-38*	5.0*	-86*	-88*	-53*	-79*	-78*
CCCCOc1nc2ccc(OC)cc2cc1-c1cc(-c2ccc(Cl)cc2)nc(-c2ccc(Cl)cc2)c1	101	101	96	114	112	104	104	90	84
O=c1ccc2nc(C(F)(F)F)nn(-c3ccccc3)c-2c1	-20*	68	-89*	40	22	56	-98*	24	80
Cc1onc(-c2ccccc2)c1-c1ccc(S(N)(=O)=O)cc1	107	89	96	106	118	83	117	75	73
CSC(=O)/C(CCC=C(C)C)=C1\[C@@H](OC(C)=O)C[C@@]2(C)[C@H]1CC(=O)[C@H]1[C@@]3(C)CCC(=O)[C@@H](C)[C@@H]3CC[C@@]12C	125	100	100	109	98	97	115	83	102
CCn1cnc(C[C@H](NC(=O)[C@@H](NC(=O)Nc2cc(C(F)(F)F)cc(C(F)(F)F)c2)C(C)(C)C)C(=O)OC)c1	-84*[100 µM]	-96*[100 µM]	-96*[100 µM]	-95*[100 µM]	-84*[100 µM]	-96*[100 µM]	-98*[100 µM]	-94*[100 µM]	-92*[100 µM]
CCCCC1COc2cccc3c(SCC(=O)N(C)c4ccccc4OC(F)(F)F)cc[n+]1c23 (stereo not given)	137	96	105	116	102	98	111	99	112
COc1cc2nc(Cl)nc(Nc3cccc(C4=NN(C=O)C(c5cc(OC)c(OC)c(OC)c5)C4)c3)c2cc1OC (stereo not given)	95	85	92	94	90	67	108	64	83
CC(=O)OCCSCCOC(C)=O	112	102	105	110	106	99	101	80	104
Cc1c(F)cc(C(N)=O)cc1NCC(=O)Nc1ccc([N+](=O)[O-])cc1	45	73	93	87	88	62	63	57	23
O=C(c1ccc2ccccc2c1O)N1CCCCC1	110	87	109	113	94	98	102	87	107
CC(C)NCCOC(=O)c1ccc([N+](=O)[O-])cc1	104	110	104	112	112	87	92	90	108
CC1=[N+](C)c2ccccc2C1(C)C	104	108	108	102	101	97	111	91	119
O=c1cc(-c2ccc(O)cc2)oc2c(O)c(O)c(O)c(O)c12	115	104	100	113	103	x	124	95	103
O=C(/C=C/C(=O)Oc1ccccc1Cl)Oc1ccccc1Cl	98	92	86	104	99	91	93	85	113
Cc1cc(=O)[nH]c(NNC(=O)c2ccc(Cl)cc2)n1	102	102	97	115	98	94	99	87	120
COc1ccc(-c2cc3cnc4ccccc4c3oc2=O)cc1	86	100	106	98	89	90	99	89	93
COCCOc1cnc2ccn([C@H](C)c3nnc4c(F)cc(-c5cnn(C)c5)cn34)c(=O)c2c1	81	86	80	91	108	65	105	60	36
C=C(C)C(=O)Nc1ccccc1	101	x	107	112	91	97	93	88	74
O=c1oc2ccc(I)cc2c(=O)n1-c1ccc(I)cc1F	-3.5*	4.5*	4.1*	16	2.4*	-20*	11	8.6*	-73*
CN(C)CCN(C=O)CCN(C)C	107	100	107	112	98	106	107	97	103
O=C(O)C/C1=C/CCCCCC1	103	97	103	108	90	90	103	x	106
Cc1ccc2sc(-c3ccc(NC(=O)CNc4nnc(-c5cccnc5SCc5ccccc5)s4)cc3)nc2c1	103	68	90	45	x	92	105	71	82
Fc1ccc(/C=C/c2cc(N3CCOCC3)c3cc(F)c(F)cc3n2)cc1	95	88	88	94	90	87	73	77	80

By substructure, the entries above containing a Cl atom.
SMILES	RXF 393	SN12C	ACHN	DU-145	786-0	CAKI-1	TK-10	UO-31	A498
CCCCn1c(=O)c(/C=C/C(=O)/C=C/c2ccc(O)c(OC)c2)cc2ccc(Cl)cc21	-15*	12	20	19	-0.4*	x	54	6.0*	78
CCCCOc1nc2ccc(OC)cc2cc1-c1cc(-c2ccc(Cl)cc2)nc(-c2ccc(Cl)cc2)c1	101	101	96	114	112	104	104	90	84
COc1cc2nc(Cl)nc(Nc3cccc(C4=NN(C=O)C(c5cc(OC)c(OC)c(OC)c5)C4)c3)c2cc1OC (stereo not given)	95	85	92	94	90	67	108	64	83
O=C(/C=C/C(=O)Oc1ccccc1Cl)Oc1ccccc1Cl	98	92	86	104	99	91	93	85	113
Cc1cc(=O)[nH]c(NNC(=O)c2ccc(Cl)cc2)n1	102	102	97	115	98	94	99	87	120

Continuation:
SMILES	RXF 393	SN12C	ACHN	DU-145	786-0	CAKI-1	TK-10	UO-31	A498
O=C(/C=C/c1ccc(Cl)cc1)c1ccccc1	x	98	110	106	94	101	x	88	88
COc1cccc(-c2nn(C(C)(C)C)cc2-c2ccnc(NCCCNS(=O)(=O)c3cccc4ccccc34)c2)c1	109	103	107	107	103	97	101	91	77
Nc1ccccc1SC(CC(=O)c1ccccc1)c1ccc([N+](=O)[O-])cc1 (stereo not given)	91&102	92&94	94&100	88&110	93&106	92&70	109&118	39&55	100&95
O=C(CN1CCN(c2cc3c(cc2F)c(=O)c(C(=O)O)cn3C2CC2)CC1)Nc1ccc(C(=O)/C=C/c2ccc(Cl)cc2)cc1	94	94	107	120	89	102	111	95	102
Cc1cnc(Nc2ccc(OCCN3CCCC3)cc2)nc1NCc1ccco1	48	69	79	84	61	63	79	48	72
CC(C(=O)N1CCN(c2cccc(Cl)c2)CC1)c1ccc(NS(=O)(=O)c2ccccc2)cc1 (stereo not given)	96	90	98	97	100	83	99	75	93
Clc1ccccc1C=Nc1ccc2c(c1)Cc1cccc(N=Cc3ccccc3Cl)c1-2	x	101	90	106	105	87	112	72	102
NCCCNc1nc2c3c(sc2c(=O)[nH]1)CCCC3	x	96	108	113	98	x	95	83	105
O=C(NNC(=O)N1c2ccccc2C=Cc2ccccc21)c1ccc(Br)cc1	105	99	98	104	103	86	100	92	79
O=[N+]([O-])c1ccccc1-c1ccccc1[N+](=O)[O-]	105	103	109	121	104	105	104	90	125

Among those listed so far, 5 have an aryl methoxy group.
SMILES	RXF 393	SN12C	ACHN	DU-145	786-0	CAKI-1	TK-10	UO-31	A498
CCCCn1c(=O)c(/C=C/C(=O)/C=C/c2ccc(O)c(OC)c2)cc2ccc(Cl)cc21	-15*	12	20	19	-0.4*	x	54	6.0*	78
CCCCOc1nc2ccc(OC)cc2cc1-c1cc(-c2ccc(Cl)cc2)nc(-c2ccc(Cl)cc2)c1	101	101	96	114	112	104	104	90	84
COc1cc2nc(Cl)nc(Nc3cccc(C4=NN(C=O)C(c5cc(OC)c(OC)c(OC)c5)C4)c3)c2cc1OC (stereo not given)	95	85	92	94	90	67	108	64	83
COc1ccc(-c2cc3cnc4ccccc4c3oc2=O)cc1	86	100	106	98	89	90	99	89	93
COc1cccc(-c2nn(C(C)(C)C)cc2-c2ccnc(NCCCNS(=O)(=O)c3cccc4ccccc34)c2)c1	109	103	107	107	103	97	101	91	77

Carrying on:
SMILES	RXF 393	SN12C	ACHN	DU-145	786-0	CAKI-1	TK-10	UO-31	A498
COc1ccc(-n2c(CSc3nc4ccccc4c(=O)n3CCc3ccccc3)n[nH]c2=S)cc1	120	97	99	111	106	98	121	67	92
CCCCCOC(=O)N1CCCCC1CC (stereo not given)	104	109	110	115	95	97	126	93	x
CCCN=C1Nc2ccccc2C(=O)N2CCC[C@@H]12	110	96	108	113	99	x	93	86	101
c1ccc(N2CCN(c3ncnc4cc[nH]c34)CC2)cc1	104	96	100	105	95	95	87	86	96
C[C@@H](C[C@H](CCO)c1ccccc1)c1ccoc1	99	87	104	103	98	84	101	92	67
N#CC(C#N)=Cc1cc2ccccc2nc1Oc1ccc(C(F)(F)F)cc1	92	92	89	99	99	68	114	44	x
O=C(/C=C/c1ccco1)c1ccccc1O	92	102	102	108	97	99	122	87	106
O=P(Cc1cccc2ccccc12)(c1ccccc1)c1ccccc1	104&104	94&102	104&101	112&104	87&96	78&101	108&95	74&73	75&69
COc1ccc(Cn2cc(Cn3cc(C=C4C(=O)NC(=O)NC4=O)c4ccccc43)nn2)cc1	78	86	91	92	97	70	84	56	22
CCOCCOCCN1CNc2[nH]c(=S)[nH]c(=O)c2C1	100	102	110	102	100	100	117	85	101
CCCCc1n(Cc2ccc3ccccc3c2)c2ccccc2[n+]1Cc1ccc2ccccc2c1	-93*	-92*	-91*	-93*	-80*	x	-87*	-90*	-93*
CCCCCCCCc1ccc(OCCCN2CCOCC2)cc1	107	x	104	109	104	89	111	79	110
Cc1ccc(C)c2c1sc1nc3nc4sc5cc(Cl)ccc5n4c(=N)c3c(=O)n12	127	98	97	100	102	104	160	84	89
C=CCc1ccc(OCCN(CC)CC)c(OC)c1	107	104	92	113	102	110	90	88	79
Cc1noc2c(Cc3ccc([N+](=O)[O-])cc3)nn(CC(=O)N/N=C/c3ccc(Br)cc3)c(=O)c12	x	81	44	75	4.5*	84	112	58	121
O=C(CC1c2ccccc2NC(=O)N1Cc1ccccc1)Nc1ccccc1 (stereo not given)	99	92	97	102	99	88	106	88	73
CC/C(Cc1ccccc1)=C(/c1ccc(O)cc1)c1ccc(OCCN2CCOCC2)cc1	96	92	96	104	92	83	95	78	x
O=C(C(=O)N1CCOCC1)c1cn(C(=O)c2ccccc2)c2ccccc12	111	99	105	121	97	94	107	86	108
CCCC(=O)OC/C=C(\C)CCC=C(C)C	122	104	101	109	107	92	111	89	116
C#CCOc1ccc(C2=NN(C)C3N=C(Cl)c4ncn(C)c4N23)cc1OCC#C (stereo not given)	83	98	90	104	105	103	99	75	85
CCC(NC(=O)[C@H](CNC(=O)OCc1ccccc1)CC(C)C)C(=O)C(=O)NCc1cc(OC)cc(OC)c1 (stereo not given in full)	89	94	x	97	92	x	99	88	63
Nc1cc(=O)n(Cc2ccccc2)c(=O)n1Cc1ccccc1	119	95	102	x	101	106	110	93	120
Oc1c(C2=NCCc3sccc32)nc2n1CCc1sccc1-2	111	95	102	105	101	103	101	91	97
CN1C(=O)/C(=C/c2ccc(C(=O)Nc3ncc(Cc4ccc(Cl)cc4)s3)cc2)SC1=S	48	68	29	47	48	21	58	47	40
Cc1ccc2c(c1)Nc1nc3nonc3nc1N2	110	112	116	109	97	90	116	101	95
COC(=O)c1ccc(C(C)C)cc1	122	99	101	105	100	97	x	97	129
O=C1C(Cl)C(c2ccc([N+](=O)[O-])cc2)N1n1cnnc1 (stereo not given)	98	97	92	109	96	81	102	68	102
c1coc(CNc2ccnc(Nc3ccc(OCCN4CCCCC4)cc3)n2)c1	71	78	100	92	95	92	107	71	60
Cc1ncc(CO)c(C(=O)O)c1O	106	98	x	102	97	x	81	85	100
CC(=O)n1nc(C(=O)OCc2ccc(C)cc2)c2ccccc21	105	95	110	107	97	93	107	78	97
Cc1ccc(-c2cc(-c3ccccc3Br)[nH]c(=O)c2C#N)s1	99	95	86	101	88	84	88	80	85
Nc1cc2c(cc1Br)-c1cc(Cl)ccc1C2=O	101	102	100	107	99	78	115	67	102
CCC/C=C/C=N/N1C(=S)N(C2CCCCC2)[C@]23OC(N)=C(C#N)[C@]12C(=O)c1ccccc13	75	68	83	86	87	106	90	68	x
Cc1cc(C)cc(Nc2n[nH]c(-c3cccnc3)n2)c1	92	96	100	100	96	87	96	93	76
NC(=O)c1c(NC(=O)c2ccc3c(c2)OCO3)sc2c1CCC1(C2)OCCO1	112	103	101	107	86	99	94	88	73
CC(c1ccccc1)N1CSc2nc3ncncc3n2C1 (stereo not given)	x	69	45	33	30	27	43	48	86
COc1ccc(C2CC(=O)c3c(nc4ccc(Cl)cc4c3N)C2)cc1OC (stereo not given)	93	91	98	98	95	96	119	84	96
CCCCNC(=O)C(=O)NCCCC	107	99	110	103	101	92	96	x	114
Nc1cccc(-c2ccc(C(=O)Nc3ccc(C(=O)O)cc3)o2)c1	105	96	96	108	104	88	102	78	103
CCCCN(CCCC)Cc1cc(CN(CCCC)CCCC)c(O)c(CN(CCCC)CCCC)c1	x	95	95	107	93	96	93	90	69
O=C(Nc1cccc(C(F)(F)F)c1)Oc1ccc(Cl)c2cccnc12	69	33	-2.1*	40	88	x	72	-17*	79
ClC(Cl)=C(Cl)c1ccccc1	109	102	106	107	95	102	x	75	97
O=c1[nH]c2c(ccc3cnccc32)c2c1CCC2	-54*	7.2*	6.7*	-9.3*	13	-20*	-5.6*	-11*	-52*
OC(Cc1ccccc1)c1ccccc1 (stereo not given)	x	87&104	89&108	105&110	103&96	93&96	76&94	93&87	107&95
O=C(Cn1nnc2ccccc21)N/N=C/c1cc2ccccc2[nH]1	97	91	94	111	102	83	102	65	96
COc1cc2c(cc1OC)-c1ccc3cc4c(cc3c1N(CCN(C)C)C2)OCO4	-33*	0.6*	x	6.2*	-88*	x	17	24	-34*
Clc1ccc(-c2nnc(Cn3nnc4ccccc43)o2)cc1	x	94	93	106	102	85	129	74	103
CC1(C)CC[C@]2(C(=O)O)CC[C@]3(C)C(=CC[C@@H]4[C@@]5(C)C/C(=C/c6ccco6)C(=O)C(C)(C)[C@@H]5CC[C@]43C)[C@@H]2C1	-68*[100 µM]	-52*[100 µM]	-72*[100 µM]	-45*[100 µM]	-19*[100 µM]	-35*[100 µM]	-19*[100 µM]	-98*[100 µM]	-43*[100 µM]
CC1=CC(C)(C)NC(=S)N1c1cccc(C)c1	118	107	102	106	106	98	108	94	x
CCOC(=O)c1coc(C(=O)OCC)c1C(=O)OCC	123	112	x	116	108	102	118	96	92

Screening data from PubChem.
